MMP-13 inhibitor – MMP13 (human) collagenase inhibition; 0.07% of 65,000 active; inhibition, % at 4 µM; AID 570; MMP-13 fTHP FRET cleavage, Mca fluorescence;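 active means inhibition above the mean of compound-free control plate wells plus 3 SD, cut at about 14% in these data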;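 further: 0% = DMSO wells and 100% = wells with reference MMP-13 inhibitor after basal subtraction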
ROCK2 blocker – inhibitors of human Rho kinase 2; purified ROCK2, Kinase-Glo ATP depletion luminescence; 0.35% of 60,000 active; inhibition, % at 6 µM; O75116;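 active means inhibition above the screen-wide mean inhibition plus 3 SD, cut at about 18% in these data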;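 further: plate controls were DMSO wells for no effect and Y-27632 control wells after no-enzyme background subtraction for full effect; many of its hits are not listed in these tables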
Target sequence (O75116 whole entry, looked up): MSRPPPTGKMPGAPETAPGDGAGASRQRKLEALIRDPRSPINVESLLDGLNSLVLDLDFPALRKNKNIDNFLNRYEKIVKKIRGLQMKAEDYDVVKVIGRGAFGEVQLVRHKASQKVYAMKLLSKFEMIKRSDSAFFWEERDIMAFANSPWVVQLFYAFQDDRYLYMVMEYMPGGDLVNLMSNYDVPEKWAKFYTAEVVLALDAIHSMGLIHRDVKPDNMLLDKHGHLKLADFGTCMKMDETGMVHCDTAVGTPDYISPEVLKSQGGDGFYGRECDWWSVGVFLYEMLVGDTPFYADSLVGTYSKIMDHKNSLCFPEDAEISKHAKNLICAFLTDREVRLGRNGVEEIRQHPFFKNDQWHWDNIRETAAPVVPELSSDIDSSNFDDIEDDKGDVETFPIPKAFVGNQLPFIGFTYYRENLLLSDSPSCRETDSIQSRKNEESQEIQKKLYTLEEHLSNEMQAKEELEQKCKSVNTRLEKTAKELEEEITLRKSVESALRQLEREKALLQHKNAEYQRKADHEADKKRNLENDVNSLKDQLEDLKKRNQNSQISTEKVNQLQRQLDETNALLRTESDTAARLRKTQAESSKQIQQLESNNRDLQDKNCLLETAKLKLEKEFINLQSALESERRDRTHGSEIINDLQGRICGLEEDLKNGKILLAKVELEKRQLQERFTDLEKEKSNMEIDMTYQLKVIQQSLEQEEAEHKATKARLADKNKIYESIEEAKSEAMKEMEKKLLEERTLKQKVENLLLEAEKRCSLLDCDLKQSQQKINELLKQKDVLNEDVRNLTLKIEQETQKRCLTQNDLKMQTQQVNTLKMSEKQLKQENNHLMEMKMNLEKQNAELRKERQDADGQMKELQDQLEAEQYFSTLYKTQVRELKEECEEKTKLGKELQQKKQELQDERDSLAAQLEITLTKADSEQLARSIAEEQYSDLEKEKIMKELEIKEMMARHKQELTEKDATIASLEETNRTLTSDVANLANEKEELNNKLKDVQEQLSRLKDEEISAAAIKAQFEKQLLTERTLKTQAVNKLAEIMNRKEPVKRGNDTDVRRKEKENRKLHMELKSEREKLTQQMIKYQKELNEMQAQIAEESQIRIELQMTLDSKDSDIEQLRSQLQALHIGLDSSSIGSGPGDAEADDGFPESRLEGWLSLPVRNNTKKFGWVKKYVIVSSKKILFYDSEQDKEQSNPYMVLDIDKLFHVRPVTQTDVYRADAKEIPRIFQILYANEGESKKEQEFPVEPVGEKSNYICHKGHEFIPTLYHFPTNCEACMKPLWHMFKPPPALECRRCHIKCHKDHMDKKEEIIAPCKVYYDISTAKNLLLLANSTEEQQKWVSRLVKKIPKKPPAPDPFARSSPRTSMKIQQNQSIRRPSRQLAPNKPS
JNK3 blocker – inhibitors of human JNK3 kinase. inhibition, % at 8 µM. AID 746. purified JNK3 kinase activity, HTS. 0.61% of 60,000 active. P53779; in the data active means inhibition above about 17%;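 further: 0% = DMSO and 100% = reference inhibitor; many of its hits are not listed in these tables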
TNAP act DEA – activates human TNAP at intermediate phosphate acceptor concentration; P05186; purified TNAP, CDP-star luminescence, 100 mM DEA, 30 min; active compounds read high; scale: 0 levamisole-inhibited, 1 vehicle-only enzyme; activation factor at 20 µM; 64,000 tested, under 10 active; AID 813;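 active means activation factor of at least 2 at 20 µM, relative to controls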
Jurkat tox 60K – cytotoxicity toward Jurkat cells; 1.2% of 56,000 active; inhibition, % at 4 µM; Jurkat E6.1 viability, ATP luminescence, 48 h;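 active means inhibition above the mean inhibition of all tested compounds plus 3 SD, cut at about 28% in these data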
Cdc25B block – human M-phase inducer phosphatase 2 inhibition. P30305. recombinant Cdc25B, OMFP fluorescence Ex485/Em525. inhibition, %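 (compounds tested at 10 µM final in the well)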. 0.1% of 65,000 active; in the data active means inhibition above about 50%
PKA inh – PKA (human) kinase inhibition; 0.1% of 65,000 active; P17612; inhibition, % at 6 µM; PKA Kemptide phosphorylation, Kinase-Glo ATP luminescence;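 active means inhibition above the screen-wide mean inhibition plus 3 SD, cut at about 21% in these data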; further: many of its hits are not listed in these tables
HEK293 NFkB inh – lowers PMA/ionomycin-induced NF-kB signal in HEK293 cells; HEK-293 NF-kB luciferase reporter, luminescence; inhibition, % at 3 µM; 0.21% of 62,000 active; AID 465;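 active means inhibition above the mean of all tested compounds plus 3 SD, cut at about 40% in these data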;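 further: 0% = stimulated DMSO wells and 100% = 10 µM reference inhibitor 5653914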
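System: NF-kB luciferase reporter HEK-293 cells | Replication: Single test | Control set: DMSO vs reference inhibitor | Evaluation: % inhibition | Schedule: 1 h pretreatment, 16 h stimulation, 37 °C | Probe or stimulus: PMA with ionomycin | Compound dosing: One dose, 3 µM | Detection: Luciferase luminescence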
MKP-1 inh – inhibitors of human MKP-1 phosphatase; recombinant MKP-1, OMFP hydrolysis fluorescence; inhibition, %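 (compounds tested at a single concentration somewhere between 10 and 100 µM)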; 0.15% of 65,000 active; AID 374;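 active means inhibition above about 50%, limit read from the data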;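 further: 0% = DMSO max control wells and 100% = wells with enzyme stopped by NaOH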
Active calls of the source: *; / = no result given; [ ] = dose if it differs, or a comment.

molecule,MMP-13 inhibitor,ROCK2 blocker,JNK3 blocker,TNAP act DEA,Jurkat tox 60K,Cdc25B block,PKA inh,HEK293 NFkB inh,MKP-1 inh
Cc1c(NC(=O)CSc2nnnn2Cc2ccccc2)c(=O)n(-c2ccccc2)n1C,1,1,5,0.9,4,-10,5,19,21
O=C(NC1CCN(C(=O)Nc2ccccc2)CC1)C1CCCCC1,0,4,-8,0.9,2,-15,8,18,-30
O=C(Nc1c(-c2ccccc2)nc2c(Br)cc(Br)cn12)c1ccco1,-3,4,12,0.9,-5,2,6,8,-7
O=C1C2C(C(=O)N1Cc1cccnc1)C1C=CC2C12CC2 (configuration not stated),6,-2,0,0.9,2,2,-7,1,-15
CCOC(=O)/C=C1\SCC(=O)N1CC(O)CN1C(=O)CS/C1=C\C(=O)OCC,1,6,-1,0.9,-7,0,11,8,3
COC(=O)COc1ccc(Oc2cc(C)nc(SC)n2)nn1,7,6,6,1,-2,-5,14,10,0
CCN(CC)CC(=O)Nc1c(Br)ccc2c1OCO2,4,6,-6,0.9,-5,-7,10,2,36
COc1ccc(CNc2nc3c(c(=O)[nH]c(=O)n3C)n2CCCc2ccccc2)cc1,-3,4,-2,0.9,-1,5,1,18,-12
CC(=O)Nc1ccc(C(=O)CSc2nnc(-c3ccc(O)cc3)n2CC2CCCO2)cc1 (configuration not stated),-2,0,-2,0.9,5,6,-2,11,-26
Cc1cc(C(=O)N2CCN(c3ccccn3)CC2)c(C)o1,-15,7,3,0.9,-2,-2,7,5,0
CC(=O)Nc1cccc(-c2cnc3ccccc3n2)c1,2,/,/,0.9,/,-7,1,-16,16
CCOC(=O)Cn1c(=O)oc2cc(S(=O)(=O)NC3CCCc4ccccc43)ccc21 (configuration not stated),-4,2,5,0.9,2,-9,0,12,7
CN(Cc1ccccc1)c1nc2c(c(=O)[nH]c(=O)n2C)n1CCSc1nc2ccccc2[nH]1,-3,5,2,0.8,5,-7,3,8,8
CCOC(=O)C1C2C=CC3(CN(c4ccccc4CC)C(=O)C13)O2 (configuration not stated),1,-4,-4,/,5,2,-3,15,10
CCOC(=O)CSC1=Nc2ccccc2C2=NC(CC(=O)NCc3ccc4c(c3)OCO4)C(=O)N12 (configuration not stated),-5,8,1,0.9,2,-4,14,12,4
Cc1cccc(S(=O)(=O)c2c(N)n(/N=C/c3ccco3)c3nc4ccccc4nc23)c1,-67[fluorescence artefact?],4,-1,0.9,-4,6,16,15,-3
CCOC(=O)C1=C(N)N2C(=O)CSC2=C(C(=O)OC)C1,-1,7,-4,0.9,/,-36,4,/,-18
COc1cccc(CNC(=O)Cn2c(=O)oc3ccccc32)c1OC,-3,4,-4,0.8,-5,-5,1,2,2
N#Cc1nc(COc2cccc(Cl)c2)oc1N1CCCC1,-2,2,4,0.9,2,-1,-3,5,6
CCCC(=O)Nc1c2c(nn1-c1ccc(OC)cc1)CS(=O)(=O)C2,-1,/,/,0.9,/,-3,4,17,2
CC(=O)N1CCc2cc(Br)cc(S(=O)(=O)NCCCN3CCC(C)CC3)c21,4,6,4,0.9,-2,-3,13,7,-13
CCOC(=O)c1cc2sc(C)cc2n1CC(=O)NCc1ccc(F)cc1,1,-3,-2,0.9,-2,-26,3,13,-4
O=S1(=O)Nc2c(ccc3cccnc23)-c2ccccc21,5,4,-4,0.9,67*,3,2,6,-12
CC(SC1CCCC1)C(=O)NC(C)(C#N)C(C)C (configuration not stated),-23,2,-1,0.9,-1,-1,0,-5,8
O=C(CCNS(=O)(=O)c1cccc2nsnc12)NCCc1ccccc1,4,/,/,0.9,/,-11,-2,19,12
c1ccc(Nc2c3c(nc4ncnn24)CCC3)cc1,-1,3,-6,0.9,0,-22,8,6,0
O=C(O)Cn1nnnc1SCC(=O)Nc1ccc(OC(F)(F)F)cc1,2,3,6,1,-3,7,11,14,-12
c1nc(N2CCNCC2)c2sc3nc(N4CCOCC4)c4c(c3c2n1)CCC4,1,/,/,0.9,/,-23,1,24,-4
C=CCc1cccc(CNc2nc3ccccc3n2C(C)C)c1O,2,-11,8,0.9,/,-6,-2,/,17
CCc1cccc(NC(=O)C2CCCN(S(=O)(=O)c3c(C)[nH]c(=O)[nH]c3=O)C2)c1 (configuration not stated),2,/,/,1,/,-3,-3,19,-10
O=C(Nc1cccc(Cl)c1)c1ccc2c(=O)n3c(nc2c1)CCCCC3,-3,3,1,1,18,7,10,-10,-9
NC(=O)c1c(C(F)(F)F)cc(-c2ccccc2)nc1NCCO,-22,7,-1,1,-1,-8,7,8,8
OC12CCCCC1C(c1ccc3c(c1)OCO3)N(Cc1cccc(F)c1)CC2 (configuration not stated),-2,4,7,0.9,-4,6,3,12,-3
COCCN1Cc2cccc(C(=O)NCc3cccnc3)c2C1=O,2,1,5,1,4,-8,7,9,-11
COc1ccccc1N1CCN(S(=O)(=O)c2ccc3c4c(cccc24)C(=O)N3C)CC1,2,-2,-1,0.9,9,-5,-3,11,13
CCCc1[nH]nc2c1C(c1ccc(OC(=O)c3ccco3)cc1)C(C#N)=C(N)O2 (configuration not stated),3,-1,6,0.8,1,-2,-3,4,3
COc1cc2c(cc1OC)C(C(=O)N1CCCC1)C(c1ccccc1F)N(C)C2=O (configuration not stated),3,/,/,1,/,-5,10,17,6
COc1ccc(-n2nnc3c(=O)n(Cc4ccccc4C)cnc32)cc1,-2,-1,-14,0.9,-24,-7,-3,16,10
COc1ccc(C2C(C(=O)NCc3ccccc3)=C(C)Nc3ncnn32)cc1OC (configuration not stated),-13,-12,-7,0.9,12,-5,-16,24,-25
CCOc1ccc(C(=O)Nc2cc(=O)n(C)c(=O)n2C)cc1,3,6,-4,0.9,-4,-14,9,-6,3
COC(=O)c1ccc(=O)n(-c2ccc(OC)cc2)c1,-1,4,0,1,-6,4,3,12,-20
CCN(CC)CCNC(=O)c1cc2c(=O)n(C)c3ccccc3c2n1C,-41,-2,-2,1,-4,1,5,15,0
COc1ccc(OCC(=O)N(C)Cc2ccccc2)cc1,-1,4,1,0.9,-6,-27,3,11,-3
Cc1occc1C(=O)NC(C)C(C)(C)C (configuration not stated),3,6,5,0.9,2,-2,5,17,25
CCSc1nnc(NC(=O)c2ccc(Br)s2)s1,3,6,-5,0.9,-2,2,5,-9,5
O=C1C2C3C=CC(C3)C2C(=O)N1c1ccc(-c2nc3ccccc3o2)cc1 (configuration not stated),-4,5,-1,0.9,-2,-4,14,-28,-4
CCCN1Cc2cccc(C(=O)Nc3ccc(OC)c(OC)c3)c2C1=O,-2,0,-8,1,8,-15,-4,22,-5
CC(C)(C)c1nc(CN2CCOCC2)ccc1O,10,-2,-5,0.8,1,16,6,19,-15
CC(=O)c1ccc(N2CCN(C(=O)c3ccco3)C(C)C2)c(F)c1 (configuration not stated),6,6,-3,0.9,0,47,9,-5,2
COC(=O)Cc1nnc(NC(=O)c2ccccc2)s1,1,-8,-12,0.9,4,2,-15,-1,-8

Continued.
Every second line gives: MMP-13 inhibitor | ROCK2 blocker | JNK3 blocker | TNAP act DEA | Jurkat tox 60K | Cdc25B block | PKA inh | HEK293 NFkB inh | MKP-1 inh
CCOC(=O)N1CCN(C(=O)c2cnn3ccccc23)CC1
  -5 | 3 | 3 | 0.9 | -13 | -4 | 3 | 5 | 2
CCOC(=O)c1ccc(N=Cc2nc(-c3ccccc3)oc2OC(C)=O)cc1
  4 | 5 | -2 | 0.9 | / | 20 | -2 | / | 6
CCc1ccc2oc(=O)cc(CN3CCC(C)CC3)c2c1
  -1 | 3 | 3 | 0.9 | 4 | -12 | -1 | 9 | -14
CCOC(=O)c1c(C2COc3ccccc3O2)csc1N (configuration not stated)
  1 | 3 | -2 | 0.9 | 3 | -9 | 3 | 14 | 4
COc1ccc(OC)c(N(CC(=O)Nc2ccc3c(c2)OCO3)S(=O)(=O)c2ccccc2)c1
  2 | / | / | 1 | / | -2 | 4 | 20 | 8
O=S1(=O)N=C(N2CCN(Cc3ccc4c(c3)OCO4)CC2)c2ccccc21
  5 | -1 | 1 | 0.9 | 6 | 5 | -1 | 7 | -6
COc1ccccc1-c1cc2nc(C)c(CCC(=O)NCc3ccco3)c(C)n2n1
  -23 | 5 | -4 | 0.8 | -2 | -18 | 6 | 19 | 8
Cn1c(=O)cc(OCC(=O)N2CCC(N3CCCCC3)CC2)c2ccccc21
  8 | -1 | -1 | 0.8 | 6 | -2 | -4 | 18 | 5
FC(F)(F)c1cccc(OCCOCCn2cncn2)c1
  2 | -1 | -5 | 1 | 1 | -6 | -2 | 7 | 13
CCOC(=O)C1=C(C)NC(=O)NC1c1cc2c(cc1Br)OCO2 (configuration not stated)
  1 | 1 | -7 | 0.9 | 2 | -1 | 0 | 1 | 11

Two of the compounds above, field by field.
SMILES: COC(=O)c1ccc(=O)n(-c2ccc(OC)cc2)c1
- MMP-13 inhibitor: -1
- ROCK2 blocker: 4
- JNK3 blocker: 0
- TNAP act DEA: 1
- Jurkat tox 60K: -6
- Cdc25B block: 4
- PKA inh: 3
- HEK293 NFkB inh: 12
- MKP-1 inh: -20
SMILES: Cc1occc1C(=O)NC(C)C(C)(C)C (configuration not stated)
- MMP-13 inhibitor: 3
- ROCK2 blocker: 6
- JNK3 blocker: 5
- TNAP act DEA: 0.9
- Jurkat tox 60K: 2
- Cdc25B block: -2
- PKA inh: 5
- HEK293 NFkB inh: 17
- MKP-1 inh: 25

High-throughput results as filed in PubChem BioAssay.
